TEAD-YAP block – TEAD-YAP interaction inhibition, primary screen, TEAD-YAP interaction inhibitor project, luminescence, HEK-TIYL cells; TEAD-Gal4/YAP UAS-luciferase luminescence; inhibition, % at 9.12 µM; 640,000 compounds, 1.4% hits; in the data active means inhibition above about 32%;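 further: 0% = median of test compound wells and 100% = reference inhibitor wells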
FBW7 act – FBW7 E3 ligase activators, primary screen, biochemical, AlphaScreen, human; normalized activity (activation), % at 26.1 µM; 650,000 compounds, 0.13% hits; AlphaScreen FBW7–phospho-cyclin E peptide binding, activator screen; in the data active means normalized activity above about 1.9%;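 further: purified mutant Fbw7 with reduced substrate affinity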
Target sequence (Q969H0 whole entry, looked up): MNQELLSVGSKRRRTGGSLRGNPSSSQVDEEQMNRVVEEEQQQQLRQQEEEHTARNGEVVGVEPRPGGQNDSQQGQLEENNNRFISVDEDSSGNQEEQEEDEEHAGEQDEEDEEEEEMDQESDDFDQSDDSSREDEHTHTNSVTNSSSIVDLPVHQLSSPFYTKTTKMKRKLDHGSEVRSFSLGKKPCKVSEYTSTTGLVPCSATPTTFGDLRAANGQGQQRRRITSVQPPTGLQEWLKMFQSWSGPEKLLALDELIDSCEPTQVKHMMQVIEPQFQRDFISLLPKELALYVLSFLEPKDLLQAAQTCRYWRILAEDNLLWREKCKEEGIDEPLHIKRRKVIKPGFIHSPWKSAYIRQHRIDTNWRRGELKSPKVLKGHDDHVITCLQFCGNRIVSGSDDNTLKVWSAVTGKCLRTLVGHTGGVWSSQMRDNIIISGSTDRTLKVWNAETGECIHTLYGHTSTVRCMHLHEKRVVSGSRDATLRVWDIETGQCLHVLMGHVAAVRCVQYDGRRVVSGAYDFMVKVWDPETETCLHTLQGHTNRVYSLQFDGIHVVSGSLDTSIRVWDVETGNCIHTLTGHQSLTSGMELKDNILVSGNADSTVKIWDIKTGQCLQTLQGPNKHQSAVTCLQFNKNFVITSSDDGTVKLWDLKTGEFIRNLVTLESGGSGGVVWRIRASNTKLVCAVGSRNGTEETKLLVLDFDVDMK
MITF primary – MITF inhibitors, primary screen, biochemical, AlphaScreen, human. Microphthalmia-associated transcription factor (Homo sapiens), O75030. AlphaScreen MITF homodimerization, bead proximity signal. inhibition, % at 2.6 µM. 650,000 compounds, 0.91% hits; in the data active means inhibition above about 50%;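 further: 0% = vehicle wells with protein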
GPR151 activ – activators of human GPR151, primary screen, cell-based, PathHunter beta-arrestin, luminescence. G-protein coupled receptor 151 (Homo sapiens), Q8TDV0. PathHunter beta-arrestin GPR151 cells. activation, % at 11.2 µM. 650,000 compounds, 1% hits; in the data active means activation above about 4.9%;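 further: 0% = median of compound wells and 100% = cells with positive control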
An asterisk follows results filed as active; . = not tested or not shown. Compounds were not picked by outcome (roughly 3.5% active in at least one column).

structure | GPR151 activ | FBW7 act | MITF primary | TEAD-YAP block
Cc1ccc(-n2ncc3c(C)nnc(SCC(=O)NCc4ccc5c(c4)OCO5)c32)cc1C | 0.2 | 0.3 | 9 | -2
c1ccc(-c2ccccc2-c2nc(-c3ccncc3)no2)cc1 | 3.5 | 0.2 | -13 | 6
Cn1c(N)c(C(=O)c2ccc(Cl)c(S(=O)(=O)N3CCCC3)c2)c(=O)n(C)c1=O | -1.3 | 0.1 | 31 | -1
Cc1cc(NC(=O)Cn2c(=O)n(-c3ccccc3)c(=O)c3oc4ccccc4c32)no1 | 0.9 | -0.1 | 8 | 6
COc1ccc(NC(=S)Nc2ccn(C)n2)c(OC)c1 | -0.1 | -0.1 | -15 | 3
Nc1ncccc1C(=O)OCCOc1c(Cl)cccc1Cl | 0.4 | 0.0 | -5 | 8
Cn1c(CC(=O)Nc2ccc(F)cc2)nnc1SCc1nc2ccccc2c(=O)[nH]1 | -1.1 | 0.8 | 10 | 9
CC1CCN(S(=O)(=O)c2ccc3[nH]c(=O)ccc3c2)CC1 | 0.3 | 0.0 | -6 | 0
Cn1c(=O)[nH]c(=O)c2c1nc(N1CCN(CCO)CC1)n2Cc1ccccc1Cl | 0.2 | 0.1 | 0 | 7
O=C(O)c1nn(CCO)c(=O)c2ccccc12 | -1.0 | -0.3 | -12 | 0
O=C(COc1ccc(F)cc1Br)Nc1ccccc1N1CCOCC1 | -2.1 | 0.0 | -7 | -4
COc1ccccc1-c1noc(C2CCN(S(=O)(=O)c3ccccc3)CC2)n1 | -0.4 | -0.1 | -7 | -1
CC1CC(C)CN(CCCNC(=O)CSc2cc(=O)n(C)c3cc(Cl)ccc23)C1 (configuration not stated) | -0.6 | -0.1 | 19 | -2
Oc1cccc(-c2nc3nc[nH]n3c2Nc2ccccc2)c1 | -2.2 | 0.2 | -6 | 0
c1ccc2c3c(ccc2c1)OCN(c1ccc2c(c1)OCCO2)C3 | -2.1 | 1.1 | 20 | -46
CCCNC1=C(N2CCCCC2)C(=O)c2ccccc2C1=O | -1.4 | 0.6 | 23 | 93*
CC(=O)NC1(c2ccccc2F)CCN(C(=O)C(C)C)CC1 | -0.6 | 0.2 | -7 | -2
CCCCNCCOc1ccc(OC)cc1 | 0.2 | -0.2 | -14 | 3
Cc1n[nH]c(C)c1CCCOc1ccccc1[N+](=O)[O-] | 2.1 | 0.6 | -23 | -16
COC(=O)c1sc(NC(=O)c2cccc(F)c2)c(C(=O)OC)c1C | 0.9 | 0.1 | 18 | 2
COc1ccc(C2C(C(=O)OCC3CCCO3)=C(C)NC3=C2C(=O)CC(C)(C)C3)c(OC)c1 (configuration not stated) | 0.6 | 0.1 | 2 | 11
Cc1c(C2C3=C(CC(C)(C)CC3=O)OC3=C2C(=O)CC(C)(C)C3)c(=O)n(C)n1-c1ccccc1 | -0.5 | -0.1 | 6 | -2
CCOC(=O)c1ccc(NC2SC(=O)N(c3cccc(C)c3)C2=O)cc1 (configuration not stated) | -1.5 | 0.0 | 21 | 2
CCCCN1C(=O)C2CC/C(=N/O)CC2C1=O (configuration not stated) | 1.4 | 0.2 | 21 | 0
COc1ccc(OCC2c3cc(OC)c(OC)cc3CCN2C(=O)c2cccc(Br)c2)cc1 (configuration not stated) | -0.4 | 0.1 | 18 | -1
S=C(c1cccc(OCc2ccccc2)c1)N1CCOCC1 | 2.2 | -0.2 | -6 | -5
CC(C)(Cc1ccc(O)cc1)NC(=O)SCc1ccccc1 | -0.2 | -0.2 | 6 | -1
O=C1C2C3CCC(C3)C2C(=O)N1c1ccc(Oc2ccc3ccccc3c2)cc1 (configuration not stated) | -0.8 | 0.0 | 1 | 2
Cc1cccc(NC(=O)c2ccc(S(=O)(=O)N3CCc4ccccc4C3)cc2)c1 | -0.9 | 0.4 | 11 | 6
CCOC(=O)c1c(NC(=O)c2cccc(F)c2)sc(C(=O)Nc2ccccc2C)c1C | -0.2 | 0.2 | 7 | 2

Record cards (already shown). Order of screens: GPR151 activ, FBW7 act, MITF primary, TEAD-YAP block
Entry for CCOC(=O)c1ccc(NC2SC(=O)N(c3cccc(C)c3)C2=O)cc1 (configuration not stated) : -1.5, 0.0, 21, 2
Entry for Cc1cccc(NC(=O)c2ccc(S(=O)(=O)N3CCc4ccccc4C3)cc2)c1 : -0.9, 0.4, 11, 6

(listing goes on)
structure | GPR151 activ | FBW7 act | MITF primary | TEAD-YAP block
Cc1ccc(NC(=O)C2C3C=CC4(O3)C2C(=O)N(Cc2ccc3c(c2)OCO3)C4C(=O)NC2CCCC(C)C2C)cc1Cl (configuration not stated) | 2.2 | 0.0 | -4 | 4
O=C(CSc1ccc2ccccc2c1)NNC(=O)c1ccc(Br)s1 | -1.8 | 0.0 | 17 | -2
O=[N+]([O-])c1cc(-n2cnnn2)ccc1N1CCCCC1 | 0.2 | 0.0 | -16 | -5
Cc1c(Cl)ccc(OCCCn2cncn2)c1C | -0.3 | 0.1 | 48 | -7
Cc1ccc(S(=O)(=O)NCc2nnc(SCC(=O)c3ccccc3F)n2C)cc1 | -0.7 | 0.0 | 9 | 6
CN(C)Cc1c(O)ccc2occ(C(=O)c3cccs3)c12 | -0.2 | -0.3 | -5 | 10
COc1ccc(-n2c3nc4ccccc4nc3c3c(=N)oc(C)nc32)cc1 | 0.9 | 0.1 | -1 | 5
CCOC(=O)c1c(CN2CCC(C)CC2)oc2ccc(OC)cc12 | 0.6 | 0.3 | 7 | 3
CC(C(=O)Nc1ccc(F)cc1F)N1Cc2ccccc2C1=O (configuration not stated) | -0.1 | -0.1 | -6 | -1
O=C(NCc1cccnc1)C1CCCN(c2nnc(N3CCCC3=O)s2)C1 (configuration not stated) | -0.2 | -0.1 | 3 | 4
CCOc1cc(C2NC(=S)NC(C)=C2C(=O)OC)cc(Br)c1OC (configuration not stated) | -1.0 | -0.2 | 8 | -12
CCOC(=O)N1CCC(Nc2ncnc3c2c(-c2ccccc2)cn3-c2ccc(F)cc2)CC1 | -1.7 | 0.8 | 17 | -17
CCOC(=O)c1c(C)n(-c2cccc(C)c2)c2ccc(OC)cc12 | -0.2 | 0.7 | 8 | -10
Cc1ccc2nc(SCC(N)=O)[nH]c2c1 | -0.9 | 0.0 | -3 | -2
CCOC(=O)COc1cc2oc(=O)c3c(c2cc1CC)CCCC3 | 0.5 | -0.1 | -3 | 9
Nc1nn(-c2ccccc2)nc1C(=O)O | -1.9 | 0.6 | -7 | -2
COc1ccc(C2(O)CN(c3cc(OC)ccc3OC)C3=[N+]2CCCS3)cc1 (configuration not stated) | -0.6 | 0.2 | 15 | -1
Cc1[nH]c2ccccc2c1/C=N\NC(=O)c1ccccc1Cl | 3.8 | 0.0 | 2 | -9
O=C(NCc1nnc2n1CCN(Cc1cc3ccccc3o1)CC2)c1cccc(F)c1 | 2.2 | -0.2 | 3 | 7
O=C(Nc1cc([N+](=O)[O-])cc([N+](=O)[O-])c1)Nc1cccc(S(=O)(=O)N2CCCC2)c1 | 0.2 | -0.1 | -13 | -4
CCc1nnc(NC(=O)Cn2c(=O)sc3ccccc32)s1 | -1.1 | 0.1 | 10 | 7
CC(NC(=O)c1cccc2c1C(=O)N(C1CCCCC1)C2)c1ccc2c(c1)OCCO2 (configuration not stated) | 0.2 | -0.1 | -10 | -6
Cc1ccc2c(c1)N(CCC(=O)O)C(=O)C(C)O2 (configuration not stated) | 0.5 | 0.3 | 3 | 12
O=C(NCc1cccnc1)c1cc(S(=O)(=O)N2CCCCC2)ccc1F | 0.8 | -0.1 | 1 | -4
O=C(N/N=C/c1cc2c(cc1Br)OCO2)c1ccccc1 | -0.5 | -0.1 | -4 | -70
O=C1CSC(C(=O)NC2(C(F)(F)F)Oc3ccccc3O2)N1 (configuration not stated) | -0.4 | -0.2 | -6 | -7
CN(C)CCCOc1ccc(-c2cccc(C=O)c2)cn1 | 0.2 | -0.3 | 8 | -26
CCNC(=O)N1CCC(C(=O)NC(c2ccccn2)c2ccccc2C)CC1 (configuration not stated) | -0.5 | 0.6 | 13 | 4
CCOc1ccccc1N/C(SCc1c(F)cccc1Cl)=C(/C#N)C(=O)NCCc1ccc(OC)c(OC)c1 | 0.3 | 0.2 | 13 | 7
O=C(CSCc1ccc([N+](=O)[O-])cc1)NC1CC1 | -1.6 | 0.3 | 3 | -6

3 compounds from above, sorted by length of the SMILES, ascending:
structure | GPR151 activ | FBW7 act | MITF primary | TEAD-YAP block
O=C(CSCc1ccc([N+](=O)[O-])cc1)NC1CC1 | -1.6 | 0.3 | 3 | -6
O=C(NCc1nnc2n1CCN(Cc1cc3ccccc3o1)CC2)c1cccc(F)c1 | 2.2 | -0.2 | 3 | 7
O=C(Nc1cc([N+](=O)[O-])cc([N+](=O)[O-])c1)Nc1cccc(S(=O)(=O)N2CCCC2)c1 | 0.2 | -0.1 | -13 | -4

Filtered by structure: the entries above with a furan ring, fused or not (4)
structure | GPR151 activ | FBW7 act | MITF primary | TEAD-YAP block
Cc1cc(NC(=O)Cn2c(=O)n(-c3ccccc3)c(=O)c3oc4ccccc4c32)no1 | 0.9 | -0.1 | 8 | 6
CN(C)Cc1c(O)ccc2occ(C(=O)c3cccs3)c12 | -0.2 | -0.3 | -5 | 10
CCOC(=O)c1c(CN2CCC(C)CC2)oc2ccc(OC)cc12 | 0.6 | 0.3 | 7 | 3
O=C(NCc1nnc2n1CCN(Cc1cc3ccccc3o1)CC2)c1cccc(F)c1 | 2.2 | -0.2 | 3 | 7

Continuation.
structure | GPR151 activ | FBW7 act | MITF primary | TEAD-YAP block
Cc1c(C(=O)Nc2ccccc2F)sc2ncn(CC(=O)Nc3cccc(C(F)(F)F)c3)c(=O)c12 | 0.2 | 0.0 | 3 | -1
Cc1ccccc1CSc1nc2[nH]ncc2c(=N)n1-c1ccc(Br)cc1 | 1.8 | 0.1 | 12 | 4
CSCCC(NC(=O)/C(=C\c1ccco1)NC(=O)c1ccc(Br)cc1)C(=O)O (configuration not stated) | 2.1 | -0.2 | 5 | 6
CCOc1ccc(NC(=O)Nc2nnc(CC(=O)Nc3ccc(C)cc3)s2)cc1 | -0.2 | 0.3 | 19 | 4
O=C(Nc1cccc(O)c1)c1ccc(NC(=O)c2cccs2)cc1 | -0.5 | 0.3 | 18 | -14
CCOc1ccc(OC)cc1/C=N/NS(=O)(=O)c1ccc(Cl)cc1 | 0.4 | 0.1 | 11 | 65*
O=C(CCN1C(=O)c2ccccc2C1=O)N1CCOCCOCCOCCOCC1 | -1.2 | 0.2 | 12 | -3
O=C(CCl)Nc1ccccc1C(=O)O | -1.5 | 0.1 | -3 | 11
Cn1c(=O)[nH]c(=O)c2c1nc(NC1CCCCC1)n2Cc1ccccc1Cl | -0.9 | 0.1 | 18 | 4
O=C(Nc1ccc(SCCCC(=O)N2CCOCC2)nn1)C1CC1 | 0.7 | 0.1 | 19 | -2
NC(=S)c1ccc(-c2nnc(SCc3cccnc3)o2)cc1 | -0.6 | -0.1 | -2 | 2
Cc1nn(Cc2ccccc2)c(C)c1[N+](=O)[O-] | -0.1 | 0.1 | 23 | 2
CNC(=O)c1c(I)c(C(=O)NCC(=O)Nc2c(I)c(C(=O)O)c(I)c(C(=O)NCCO)c2I)c(I)c(N(C)C(C)=O)c1I | 1.2 | 0.0 | 6 | .
Cc1nc(N2CCC(Cc3ccccc3)CC2)c2cc(C)sc2n1 | -0.9 | 0.1 | 9 | 11
NC(=O)C1CCCN(Cc2ccc([N+](=O)[O-])cc2)C1 (configuration not stated) | -1.3 | 1.0 | 9 | 8
O=C(O)c1ccc(NC(=O)c2c(C(=O)O)cccc2[N+](=O)[O-])cc1O | 1.0 | 0.0 | -6 | -1
CS(=O)(=O)c1ccc2nc(NC(=O)CSCc3ccccc3)sc2c1 | 1.6 | -0.1 | -20 | 7
Cc1ccc(CNC(=O)CCc2nnc(Cc3c[nH]c4ccccc34)o2)cc1F | 0.2 | 0.0 | 4 | 1
CCCCCn1c(=O)c2c(nc3n(-c4ccc(OC)cc4OC)c(C)c(C)n23)n(C)c1=O | 0.9 | 0.3 | -2 | 0
CS(=O)(=O)N(CC(=O)NCC1CCCO1)c1cc(Cl)c(Cl)cc1Cl (configuration not stated) | 0.1 | 0.1 | 7 | 0
COCc1ccc(-c2nccnc2NS(=O)(=O)c2cccc3c(N(C)C)cccc23)cc1 | 4.6 | -0.3 | 4 | -4
Cc1cc(O)ccc1N/C=C(\C#N)c1nc2ccccc2o1 | 2.0 | -0.1 | -2 | -3
Cc1c(NP2(=O)C=C(c3ccccc3)OC(c3ccccc3)=C2)cccc1[N+](=O)[O-] | -1.4 | -0.1 | -1 | 1
O=C(C1CCCO1)N1CCN(C(=S)NCCc2ccccc2)CC1 (configuration not stated) | -0.1 | -0.3 | 1 | -1
COc1ccc(NC(=O)c2ccc3c(=O)n(-c4ccccc4)c(SCc4nc5ccccc5[nH]4)nc3c2)cc1OC | 0.7 | 1.8 | 14 | 9
Cc1cc(C)nc(SCC(=O)OCC(=O)Nc2nc3ccccc3s2)n1 | -2.5 | 0.2 | 7 | -13

Quoted from the listing.
COC(=O)c1sc(NC(=O)c2cccc(F)c2)c(C(=O)OC)c1C in MITF primary → 18
CCOc1ccc(NC(=O)Nc2nnc(CC(=O)Nc3ccc(C)cc3)s2)cc1 in MITF primary → 19
CCOC(=O)COc1cc2oc(=O)c3c(c2cc1CC)CCCC3 in FBW7 act → -0.1
CCCCN1C(=O)C2CC/C(=N/O)CC2C1=O (configuration not stated) in TEAD-YAP block → 0
